# Screening data (PubChem)
# ER stress surv – ER stress cell death inhibition | AID 1010 | CSM14.1 thapsigargin ER stress survival, ATP luminescence | relative survival (cellular ATP), % at 15 µg/mL (by protocol) | 48,000 compounds, 0.33% hits;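 active = survival measured by cellular ATP above 50% at 15 µg/ml in the first screen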;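 note: cell death triggered by about 15 µM thapsigargin; ATP read 24 h after thapsigargin was added; plate controls were thapsigargin with DMSO for no effect and DMSO without thapsigargin for full effect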
# An asterisk follows results filed as active. Not all compounds are listed; count on the stated rates, not on these rows.
SMILES,ER stress surv
O=C(NCCCN1CCOCC1)c1ccc(Cl)cc1,6
Cc1n(N)c2ccccc2[n+]1C,-6
O=C(Nc1ccccc1)Nc1ccc(NC(=O)Nc2ccccc2)cc1,8
COC(=O)C1=C(C)NC2=C(C(=O)c3ccccc32)C1c1cccs1 (stereo not given),6
C/C(=N/NC(=O)c1cncc(Br)c1)c1ccc2ccccc2c1,8

# Reprinted at random: 2 compounds from above
SMILES,ER stress surv
COC(=O)C1=C(C)NC2=C(C(=O)c3ccccc32)C1c1cccs1 (stereo not given),6
C/C(=N/NC(=O)c1cncc(Br)c1)c1ccc2ccccc2c1,8

# Taken from the listing for reference:
SMILES,ER stress surv
O=C(NCCCN1CCOCC1)c1ccc(Cl)cc1,6
Cc1n(N)c2ccccc2[n+]1C,-6
